GALK inhibitor: inhibitors of human galactokinase; P51570; Purified GALK, Kinase-Glo residual ATP luminescence; Potency, µM (titrated, usually from 57.5 µM), for inactives: at the top dose activity change, negative = inhibition, actives largely listed as inhibitors; 0.007% of 270,000 active; AID 1868; note: potency is the fitted concentration of half-maximal effect; % is set by controls: 0 for no effect and ±100 for the full control effect
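Galactose (100 uM) and ATP (35 uM) were turned over by 5 nM GALK for 1 h at RT. Kinase-Glo Plus then converted the remaining ATP into a luminescent signal.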
KCNH2 3.1 inh: KCNH2 3.1 (human) potassium channel inhibition. U2OS KCNH2 3.1, thallium flux FluxOr; hits give low values. 0.95% of 340,000 active. activity change, % (tested at about 1.8 µM);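 active = maximum activity change below -70%; inconclusive = maximum activity change from -70% to -50%; inactive = maximum activity change above -50%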;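 note: thallium influx rate constant from kinetic fluorescence after stimulation buffer; % is set by controls: 0 for no effect and ±100 for the full control effect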
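Thallium flux via FluxOr fluorescence (Red40 quencher, 45 min loading) in U2OS cells virally expressing the KCNH2 3.1 isoform (1.77 x 10^8 /mL virus, overnight at 37 C). Rate constants from 2-min kinetic reads post-stimulation, normalised to positive and negative controls.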
KCNH2 WT inh: inhibitors of human wildtype KCNH2 potassium channel | U2OS, BacMam KCNH2, thallium flux FluxOr; hits give low values | activity change, % at 1.84 µM | 0.37% of 340,000 active | AID 720551;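 active = maximum activity change below -70%; inconclusive = maximum activity change between -70% and -50%; inactive = maximum activity change above -50%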; note: % is set by controls: 0 for no effect and ±100 for the full control effect
Target sequence (Q12809 whole entry, looked up): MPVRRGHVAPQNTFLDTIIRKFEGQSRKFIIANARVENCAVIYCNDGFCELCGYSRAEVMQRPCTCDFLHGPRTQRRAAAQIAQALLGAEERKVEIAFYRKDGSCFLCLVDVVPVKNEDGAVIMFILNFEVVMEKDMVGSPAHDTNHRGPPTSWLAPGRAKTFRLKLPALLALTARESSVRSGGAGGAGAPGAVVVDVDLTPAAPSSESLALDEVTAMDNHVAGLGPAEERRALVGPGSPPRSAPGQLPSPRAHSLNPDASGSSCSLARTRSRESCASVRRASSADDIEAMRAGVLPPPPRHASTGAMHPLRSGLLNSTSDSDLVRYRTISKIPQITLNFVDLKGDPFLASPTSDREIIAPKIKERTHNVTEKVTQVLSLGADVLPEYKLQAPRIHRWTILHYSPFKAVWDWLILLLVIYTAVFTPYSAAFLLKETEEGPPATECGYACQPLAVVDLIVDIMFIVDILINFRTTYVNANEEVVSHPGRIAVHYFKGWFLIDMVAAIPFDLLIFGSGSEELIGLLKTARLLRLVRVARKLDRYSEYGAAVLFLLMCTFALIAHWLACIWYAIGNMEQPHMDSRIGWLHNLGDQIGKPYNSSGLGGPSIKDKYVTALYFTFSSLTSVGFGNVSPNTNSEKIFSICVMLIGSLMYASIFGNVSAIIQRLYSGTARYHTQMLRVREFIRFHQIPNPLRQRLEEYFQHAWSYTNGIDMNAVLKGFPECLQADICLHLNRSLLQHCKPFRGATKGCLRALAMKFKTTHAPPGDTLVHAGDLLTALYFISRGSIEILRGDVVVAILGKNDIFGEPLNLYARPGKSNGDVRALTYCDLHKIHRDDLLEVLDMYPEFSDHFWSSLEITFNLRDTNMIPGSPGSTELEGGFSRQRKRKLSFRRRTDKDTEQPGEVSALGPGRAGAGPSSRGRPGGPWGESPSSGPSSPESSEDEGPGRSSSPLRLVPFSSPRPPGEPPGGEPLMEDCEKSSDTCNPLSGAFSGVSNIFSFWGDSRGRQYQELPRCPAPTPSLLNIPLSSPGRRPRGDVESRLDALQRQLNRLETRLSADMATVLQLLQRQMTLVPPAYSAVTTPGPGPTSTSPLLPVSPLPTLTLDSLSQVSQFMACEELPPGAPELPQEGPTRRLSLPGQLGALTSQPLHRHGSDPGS
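U2OS cells were transduced with wild-type KCNH2 virus (2.03 x 10^8 / mL) for 4 h at room temperature, then cultured overnight at 37 C. Thallium flux was read with FluxOr dye. Rate constants were normalized to DMSO controls.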
MBNL1 CUG block: blocks human MBNL1 binding to CUG repeat RNA. TR-FRET MBNL1-His/biotin-(CUG)12 binding, 665/545 ratio. Potency, µM (highest dose often 57.5 µM), inactives show top-dose activity change, negative = inhibition, most hits filed as inhibitors. 0.036% of 280,000 active. Q9NR56; active = well fitted inhibition curve with a large enough effect in the signal ratio, with a control signal flat, not every such curve was filed as active; inconclusive = small, poorly fitted or top-dose-only effect, or effect the other way, or a change in a side signal; inactive = no such curve, though single readings can be large or run the other way; the % refers to the signal ratio; note: potency is the fitted concentration of half-maximal effect; % is set by controls: 0 for no effect and ±100 for the full control effect
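Ratiometric TR-FRET (665 over 545 nm, excitation 340 nm) tracks disruption of MBNL1-His/biotin-(CUG)12 complex after 60 min at room temperature, with compounds at 92 nM to 58 uM final.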
A-T KAP1 phos: potential ataxia-telangiectasia treatment; Potency, µM (titrated, usually from 57.5 µM), for the others: at the top dose activation, actives largely listed as activators; 0.19% of 320,000 active; […] A-T fibroblasts, KAP-1 phosphorylation AlphaLISA; neocarzinostatin DNA damage 30 min before lysis; note: potency is the fitted concentration of half-maximal effect; % of control where 0% means no effect; nearly all actives have a fitted effect of over 45% in size
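hTERT-immortalized A-T patient fibroblasts ([…]), 500 cells/well in OPTI-MEM, 1% FBS, got compounds for 60 min, then NCS for 30 min at 37C. Lysates were then assayed for phospho-KAP-1 by AlphaLISA (anti-pKAP1 donor, anti-KAP1 acceptor beads), 6 hr at 25C.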
S-ASM inh: blocks human secretory acid sphingomyelinase. AID 504937. Potency, µM (titrated, usually from 57.5 µM), for inactives: at the top dose activity change, negative = inhibition, usual class: inhibitors. placental ASM, HMU-PC fluorogenic substrate, 60 min. 0.006% of 340,000 active; note: potency is the fitted concentration of half-maximal effect
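HMU-PC0 cleavage (9 uM final) by human placental ASM, 60 min at 37 °C following 10 min compound exposure at RT; stopped at pH 10, fluorescence Ex 386/Em 447 nm.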
TRPV1 agonist: activates the human vanilloid receptor TRPV1 | activation, % at 8.33 µM | TRPV1-expressing cells, Fluo-8 calcium influx, agonist mode | 0.19% of 320,000 active; in the data active = activation above about 80%; inconclusive = between about 30% and that limit; note: 0% is about no effect
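Fluo-8 calcium influx in TRPV1-expressing cells, kinetic read (ex 480/em 520 nm). Compound added and read 3 min for agonist activity, followed by capsaicin at EC20 final and 2 min further read for enhancement.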
FBPA coupling cs: counter-screen for Giardia aldolase inhibitors: coupling enzyme system. 0.67% of 290,000 active. activity change, negative = inhibition, % at 58.2 µM, hits read low. coupling enzyme system counterscreen, AmpLite Red fluorescence; in the data active = activity change below about -30%; note: % is set by controls: 0 for no effect and ±100 for the full control effect
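Counterscreen of the coupled detection system alone, without aldolase: glyceraldehyde-3-phosphate coupling enzymes plus AmpLite Red readout. Compounds at 57.5 uM final, 10 min RT preincubation, 20 min RT reaction, fluorescence 525/598 nm.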
CXXC DNA block: blocks binding of human MLL CXXC domain to DNA; Q03164; MLL-CXXC / FITC-HOXA9 DNA fluorescence polarization; Potency, µM (top dose mostly 115 µM), inactives show at the top dose activity change, negative = inhibition, usual class: inhibitors; 0.037% of 290,000 active; active = well fitted inhibition curve with a large enough effect in the polarisation, with a control signal flat, not every such curve was filed as active; inconclusive = small, poorly fitted or top-dose-only effect, or effect the other way, or a change in a side signal; inactive = no such curve, though single readings can be large or run the other way; the % refers to the polarisation; note: potency is the fitted concentration of half-maximal effect
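Fluorescence polarization: 7 uM MLL-CXXC (stock) preincubated 5 min with compounds, then 50 nM fluorescein-HOX-A9 DNA (stock) added; 30 min ambient. Buffer 50 mM Tris-HCl pH 7.5, 50 mM NaCl, 1 mM DTT, 0.05% BSA.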
a7 integrin act: integrin-mediated muscular dystrophy alleviation activation; alpha7betagal myoblasts, beta-gal FDG fluorescence, 48 h; Potency, µM (titrated, usually from 38.3 µM), for inactives: top-dose activation, hits mostly activators; 0.064% of 350,000 active; AID 624291;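 note: potency is the fitted concentration of half-maximal effect; 100% = response of the positive control SU9516; nearly all actives have a fitted effect of over 60% in size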
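Alpha7betagal+/- myoblasts (passage 13) were plated 16-24 hr, then exposed to compounds (1:260 dilution of DMSO stock) for 48 hours at 37C. After MPER lysis, β-galactosidase reporter activity was read as FDG fluorescence (ex 480/em 540) after 30 minutes.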
An asterisk follows results filed as active; ? = inconclusive; / = no result given; & = joins results of further samples; [ ] = dose if it differs, or a comment. Unless noted, calls come from the whole dose curve; as a rule, active = well fitted curve in the direction sought with a large enough effect; inconclusive = small, poorly fitted or top-dose-only effect, or another doubt; inactive = no such curve, though single readings can be large; an effect the other way counts as inactive or inconclusive. Random draw from the library, and some 2% of all compounds hit somewhere here.

SMILES	GALK inhibitor	KCNH2 3.1 inh	KCNH2 WT inh	MBNL1 CUG block	A-T KAP1 phos	S-ASM inh	TRPV1 agonist	FBPA coupling cs	CXXC DNA block	a7 integrin act
CC(=O)c1ccc(NC(=O)CSc2nc(N3CCOCC3)nc(N3CCOCC3)n2)cc1	5%	11	1	7%	2%	-1%	0	-3	4%	4%
Cn1c(=O)c(=O)n(C)c2cc(N3CCCCC3)c(NS(=O)(=O)c3ccc(Br)cc3)cc21	-1%	-1	-2	6%	-9%	-6%	27	/	-3%	24%
Cn1cc(Br)c(C(=O)NC2C3CC4CC(C3)CC2C4)n1 (stereo not given)	0%	/	-1	-11%	7%	-1%	-2	6	2%	-22%
COc1ccc(CNC(=O)CCC(=O)N2CCN(S(=O)(=O)c3ccc(Cl)cc3)CC2)cc1	3%	1	-6	-3%	11%	-1%	1	-5	?	3%
Cc1cc(=O)oc2cc(OCC3CC(c4ccccc4)=NO3)ccc12 (stereo not given)	0%	-3	6	4%	2%	-8%	2	1	6%	6%
Cn1c(Cn2nnc3ccccc32)nnc1SCC(=O)Nc1ccc2c(c1)OCO2	-2%	-1	-9	2%	10%	4%	0	2	-7%	14%
Cc1ccc(Cl)cc1NC(=O)c1ccccn1	0%	-6	-9	-3%	4%	-3%	7	0	-1%	-2%
Cc1cc(C)nc(-n2nc(C)cc2NC(=O)CNCc2ccccc2)n1	3%	-3	8	-9%	-3%	4%	0	-1	0%	-7%
CCN1C(=O)[C@H]2[C@@H](c3ccc(-c4cccc(Cl)c4)cc3)N[C@@](Cc3ccccc3)(C(=O)OC)[C@H]2C1=O	/	-4	-8	/	14%	0%	0	/	/	5%
O=C(CCCN1C(=O)c2cccnc2C1=O)Nc1ccc(Br)cc1	8%	5	6	?	0%	2%	-2	0	3%	-16%
COc1cc(NC(=S)N2CCN(c3ccccn3)CC2)cc(OC)c1	-1%	1	-17	-25%	2%	5%	0	1	7%	24%
O=C(OCC(=O)N1CCN(S(=O)(=O)c2ccc(Cl)cc2)CC1)c1cc(Br)ccc1O	/	4	-2	/	1%	46%	2	/	/	-1%
O=C(NC1CCCCC1)Sc1ccc(Cl)cc1	0%	12	-4	-7%	-7%	-3%	0	0	-3%	-22%
CC(C(=O)N1CCCCCC1)c1ccc([N+](=O)[O-])cc1 (stereo not given)	0%	4	1	27%	0%	-7%	1	-2	3%	-4%
C/C(=N\N=C(/N)SC1CC(=O)N(c2ccc(Cl)c(Cl)c2)C1=O)c1cccs1 (stereo not given)	-11%	5	9	4%	-4%	-27%	6	2	3%	-47%[inhibitor]
COC(=O)c1cccc(NC(=O)CCc2c(C)noc2C)c1	/	-2	-3	/	2%	2%	4	/	/	-11%
CC(C)NC(=O)c1c(O)c2cccc3c2n(c1=O)CCC3	-2%	-14	-25	-3%	12%	4%	8	0	1%	11%
O=C1CC2(CCCC2)Oc2ccc(Cl)cc21	/	2	0	/	/	7%	/	/	/	12%
CS(=O)(=O)c1ccc(Cl)c(NC(=O)CCCc2nc3ccccc3c(=O)[nH]2)c1	/	0	38	/	-3%	4%	1	/	/	1%
Cc1ccc(N(CC(=O)NCc2ccccc2)C(=O)CCC(=O)Nc2ccccn2)cc1C	-1%	-1	-2	1%	-1%	-6%	8	3	4%	-17%
COc1ccc(COc2ccccc2C(=O)Nc2ccccn2)cc1[N+](=O)[O-]	1%	1	6	-3%	-3%	0%	10	3	-1%	-8%
O=C(COC(=O)CCSc1ccccc1)Nc1ccccc1	/	-3	-6	/	1%	-1%	/	/	/	?
CCc1ccccc1N(CC(=O)Nc1cccc(N(C)S(C)(=O)=O)c1)S(C)(=O)=O	1%	-13	-10	-13%	/	-6%	-3	-6	-5%	16%
COc1ccc(C(=O)N(CCc2ccccc2)Cc2ccccc2)c(OC)n1	/	-3	-1	-1%	3%	-2%	20	0	-10%	11%
C[C@@H](C(=O)Nc1ccc2ccccc2c1)[C@H]1C[C@]1(C)[C@H](NC(=O)c1cnccn1)c1ccccc1	/	3	4	-9%	23%	-10%	-4	-9&-3	11%	2%
COC(=O)N/N=C1\CCCc2c(C)cc(C)cc21	6%	2	-19	5%	-2%	-1%	0	-1	-3%	10%
COc1cccc(-c2nnn(CC(=O)Nc3cc(OC)c(NC(=O)c4ccco4)cc3OC)n2)c1	-2%	2	-2	2%	-4%	1%	0	-2	11%	-14%
CCCCc1ccc(NC(=O)C2CCCO2)cc1 (stereo not given)	0%	14	1	-5%	-7%	0%	?	6	-9%	-14%
O=C(CC1C(=O)NCCN1Cc1cccc(Oc2ccccc2)c1)NCCn1cccn1 (stereo not given)	-1%	1	-8	-6%	6%	2%	-2	-7	-1%	-23%
Cc1ccc(/C=C2/SC(=S)N(CCCC(=O)Nc3cc([N+](=O)[O-])ccc3O)C2=O)cc1	7%	-83*	10	-2%	1%	-6%	1	/	-5%	?

Arranged by length of the SMILES (lowest first): some entries from above.
SMILES	GALK inhibitor	KCNH2 3.1 inh	KCNH2 WT inh	MBNL1 CUG block	A-T KAP1 phos	S-ASM inh	TRPV1 agonist	FBPA coupling cs	CXXC DNA block	a7 integrin act
CCCCc1ccc(NC(=O)C2CCCO2)cc1 (stereo not given)	0%	14	1	-5%	-7%	0%	?	6	-9%	-14%
COC(=O)N/N=C1\CCCc2c(C)cc(C)cc21	6%	2	-19	5%	-2%	-1%	0	-1	-3%	10%
COc1ccc(C(=O)N(CCc2ccccc2)Cc2ccccc2)c(OC)n1	/	-3	-1	-1%	3%	-2%	20	0	-10%	11%
O=C(CC1C(=O)NCCN1Cc1cccc(Oc2ccccc2)c1)NCCn1cccn1 (stereo not given)	-1%	1	-8	-6%	6%	2%	-2	-7	-1%	-23%
CCc1ccccc1N(CC(=O)Nc1cccc(N(C)S(C)(=O)=O)c1)S(C)(=O)=O	1%	-13	-10	-13%	/	-6%	-3	-6	-5%	16%
COc1cccc(-c2nnn(CC(=O)Nc3cc(OC)c(NC(=O)c4ccco4)cc3OC)n2)c1	-2%	2	-2	2%	-4%	1%	0	-2	11%	-14%
Cc1ccc(/C=C2/SC(=S)N(CCCC(=O)Nc3cc([N+](=O)[O-])ccc3O)C2=O)cc1	7%	-83*	10	-2%	1%	-6%	1	/	-5%	?
C[C@@H](C(=O)Nc1ccc2ccccc2c1)[C@H]1C[C@]1(C)[C@H](NC(=O)c1cnccn1)c1ccccc1	/	3	4	-9%	23%	-10%	-4	-9&-3	11%	2%

(more compounds)
SMILES	GALK inhibitor	KCNH2 3.1 inh	KCNH2 WT inh	MBNL1 CUG block	A-T KAP1 phos	S-ASM inh	TRPV1 agonist	FBPA coupling cs	CXXC DNA block	a7 integrin act
COc1cn(-c2ccccc2)nc1C(=O)Nc1ccc(C)cc1Cl	14%	10	5	6%	2%	-2%	?	1	24%	?
COc1cc(NC(=O)CN2C(=O)NC(C)(CCC(C)C)C2=O)cc(OC)c1 (stereo not given)	3%	1	-3	3%	8%	3%	9	1	-6%	17%
CC(Oc1ccc(Cl)cc1Cl)C(=O)NC1=NN(c2ccccc2)C(=O)C1 (stereo not given)	-3%	2	1	6%	-3%	-16%	0	0	-25%	13%
C/C(=N/n1cnnc1)c1cccnc1	0%	14	2	-2%	3%	1%	9	-2	4%	25%
Cc1cc(NC(=O)CS(=O)(=O)c2cn(Cc3cccc(F)c3)c3ccccc23)no1	0%	-2	9	10%	0%	-9%	1	-6	8%	-1%
C/C(=N/Nc1ccc(F)cc1)c1ccc(Cl)s1	-1%	-15	7	-10%	-2%	/	-2	0	2%	16%
Cc1ccc(Sc2c(C(=O)Nc3ccc(F)cc3F)c(C(F)(F)F)nn2C)cc1	0%	-23	9	1%	8%	1%	5	0	2%	31%[7.66 µM]
Cc1ccc(-c2cc(C(=O)N3CCc4ccccc4C3)no2)cc1	1%	-7	0	-8%	4%	2%	?	1	0%	-27%
CCOC(=O)c1ccc(-n2c(CN3CCOCC3)nc3ccc([N+](=O)[O-])cc3c2=O)cc1	-1%	8	3	18%	0%	1%	-2	1	0%	12%
Cc1ccc(CS(=O)(=O)CCC(=O)NCCCN2CCCC2=O)cc1	-2%	-1	5	-1%	-6%	-2%	1	1	-18%	0%

Assay outcomes: PubChem, National Center for Advancing Translational Sciences (NCATS)
